# Source: PubChem BioAssay (Sanford-Burnham Center for Chemical Genomics)
# SIAH1 antagonists = Siah-1 peptide-binding antagonists, primary screen, biochemical, fluorescence polarization, rhodamine-plectin, uHTS (AID 1817). actives 0.02% (n = 290,000). one-dose displacement, % at 20 µM; IC50 in µM for titrated hits. Siah-1 / rhodamine-plectin peptide fluorescence polarization; higher % means a stronger effect;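 active = displacement of at least 50% at 20 µM, with a fluorescence ratio check between 0.3 and a set limit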;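 also: plate controls were Siah plus tracer with DMSO for no effect and tracer alone without Siah for full effect; strong numbers were not always called active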
# KOR beta-arrestin-1 = KOR antagonists, beta-arrestin recruitment, cell-based, luminescence, uHTS (AID 1778) | KOR beta-arrestin recruitment, luminescence, antagonist mode; higher % means a stronger effect | inhibition, % at 10 µM; hits with a dose series show IC50 in µM | actives 0.091% (n = 290,000); in the data active = inhibition above about 50%; also: strong numbers were not always called active
# HIV fusion peptide = cell-free HIV fusion peptide-binding blockers – biochemical, uHTS, fluorescence dequenching, primary screen (AID 1986); inhibition, % at 20 µM, or IC50 in µM where a hit was titrated; actives 0.3% (n = 290,000); cell-free peptide binding, fluorescence dequenching, 30 min; higher % means a stronger effect; in the data active = inhibition mostly above about 52%, no sharp cut-off; inactive = mostly below about 76%; also: some results filed as inactive read as strong as hits
# GPR55 beta-arrestin = GPR55 agonists via beta-arrestin recruitment, primary screen, imaging, U2OS cells, beta-arrestin-GFP redistribution (AID 1961); U2OS GPR55 beta-arrestin-GFP redistribution imaging; higher % means a stronger effect; activation, % at 10 µM; hits with a dose series show EC50 in µM; actives 0.048% (n = 290,000);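 active = activation above 40% with more than 50 cells counted in the well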;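 also: U2OS osteosarcoma cells stably expressing GPR55 and beta-arrestin-GFP; plate controls were DMSO negative control for no effect and LPI positive control for full effect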
# GPR35 arrestin U2OS = inhibition of zaprinast-stimulated GPR35 beta-arrestin translocation – imaging, U2OS, beta-arrestin-GFP, zaprinast agonist, primary screen (AID 2058); U2OS GPR35 beta-arrestin-GFP translocation imaging, zaprinast antagonism; higher % means a stronger effect; inhibition, % at 10 µM; hits with a dose series show IC50 in µM; actives 0.052% (n = 290,000);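 active = inhibition of at least 50% with at least 30 cells and total cytoplasm GFP at most 10,000,000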
# AID2073 = disruptors of CaV2.2 binding to Mint1 – biochemical, HTRF (AID 2073); actives 0.19% (n = 290,000); HTRF protein-protein interaction, Mint1-CaV2.2; higher % means a stronger effect; one-dose inhibition, % at 20 µM; IC50 in µM for titrated hits; in the data active = inhibition mostly above about 51%, no sharp cut-off; also: some results filed as inactive read as strong as hits
# GPR55 LPI antagonism = GPR55 antagonists blocking LPI-driven arrestin recruitment, primary screen, imaging, U2OS, beta-arrestin-GFP, LPI agonist (AID 2013). inhibition, % at 10 µM, or IC50 in µM where a hit was titrated. U2OS GPR55 beta-arrestin-GFP translocation imaging, LPI antagonism; higher % means a stronger effect. actives 0.13% (n = 290,000);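 active = spots per cell inhibited over 60%, with over 100 cells counted and total cytoplasm intensity under 500,000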;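 also: U2OS cells stably carrying GPR55 and arrestin-GFP stimulated by 5 µM LPI near EC80; imaged beta-arrestin-GFP aggregate spots per cell after agonist stimulation; plate controls were LPI-stimulated DMSO wells for no effect and DMSO wells without LPI for full effect; some results filed as inactive read as strong as hits; confirmed hits need IC50 under 10 µM and bright autofluorescent wells are also inconclusive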
# KOR beta-arrestin-2 = KOR agonists, beta-arrestin recruitment, primary screen, cell-based, luminescence, uHTS (AID 1777) | KOR beta-arrestin recruitment, luminescence; higher % means a stronger effect | actives 0.02% (n = 280,000) | activation, % at 10 µM, or EC50 in µM where a hit was titrated; in the data active = activation above about 50%, passing the limit was not always enough; also: a part of the inactive calls stands beside numbers as strong as those of hits
# NOD1 inhibition = inhibition of NOD1-driven NF-kB reporter – cell-based, luminescence, uHTS, primary screen (AID 1578); NOD1-driven NF-kB luciferase reporter cells, luminescence; higher % means a stronger effect; inhibition, % at 4 µM, or EC50 in µM where a hit was titrated; actives 1% (n = 290,000); in the data active = inhibition mostly above about 36%, no sharp cut-off; inactive = mostly below about 34%;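 also: HEK-293T reporter cells stimulated with the NOD1 agonist gamma-tri-DAP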
# * marks the source's active call; other numbers are inactive results; · = not tested or not shown; [ ] = dose if it differs, or a comment.
item	smiles	SIAH1 antagonists	KOR beta-arrestin-1	HIV fusion peptide	GPR55 beta-arrestin	GPR35 arrestin U2OS	AID2073	GPR55 LPI antagonism	KOR beta-arrestin-2	NOD1 inhibition
1	Cc1ccc(C(=O)N2N=C3c4ccccc4S(=O)(=O)N3[C@H]2N(C)C)cc1	4.2%	-11.9%	-0.8%	0.6%	2.9%	-0.9%	0.7%	2.4%	-26.9%
2	CC(=O)NC1=C(NC2CCS(=O)(=O)C2)C(=O)c2ccccc2C1=O (configuration not stated)	-2.7%	12.0%	-0.7%	2.0%	14.7%	26.4%	4.1%	-2.6%	-32.3%
3	COC(=O)/C=C(\Oc1ccccc1)C1(O)CCCCC1	2.8%	5.0%	0.0%	-0.1%	-8.6%	-2.0%	11.4%	5.0%	7.9%
4	Cn1c(CC(=O)NC(C)(C)CO)c(Sc2ccccc2)c2ccccc21	4.3%	-9.9%	-0.9%	0.3%	-7.9%	1.2%	17.3%	6.2%	18.7%
5	O=C(Nc1ccc(NC(=O)c2cccc([N+](=O)[O-])c2)cc1)c1cccc([N+](=O)[O-])c1	1.7%	-33.0%[20 µM]	-0.7%	0.2%	5.6%	12.8%	4.3%	2.8%	-0.1%
6	COc1cc(NS(=O)(=O)c2ccc(NC(=S)NC(=O)c3ccc(F)cc3)cc2)nc(OC)n1	-3.5%	-21.2%	10.3%	-0.1%	1.1%	-19.2%	-5.6%	0.1%	-27.7%
7	CCOC(=O)/C=c1\s/c(=C(\C#N)C(=O)NC)n(-c2ccccc2)c1=O	2.9%	25.8%	2.8%	-0.1%	-2.6%	12.5%	2.8%	4.9%	12.6%
8	COc1cc(CNC2CCCCC2OC)cc(OC)c1OC (configuration not stated)	-1.9%	9.5%	-1.5%	-0.3%	12.8%	1.7%	-12.1%	2.1%	-16.3%

# Two compounds from above, showing only GPR55 LPI antagonism and GPR35 arrestin U2OS:
no.	Structure	GPR55 LPI antagonism	GPR35 arrestin U2OS
7	CCOC(=O)/C=c1\s/c(=C(\C#N)C(=O)NC)n(-c2ccccc2)c1=O	2.8%	-2.6%
8	COc1cc(CNC2CCCCC2OC)cc(OC)c1OC (configuration not stated)	-12.1%	12.8%

# The listing continues.
item	smiles	SIAH1 antagonists	KOR beta-arrestin-1	HIV fusion peptide	GPR55 beta-arrestin	GPR35 arrestin U2OS	AID2073	GPR55 LPI antagonism	KOR beta-arrestin-2	NOD1 inhibition
9	COC(=O)COc1cccc(NC(=O)c2cccc(C)c2)c1	-1.1%	-22.8%[20 µM]	-0.1%	-0.1%	3.4%	13.0%	-1.4%	1.8%	-41.3%
10	COc1cc(/C=C/C(=O)N2CCN(c3ccccn3)CC2)cc(OC)c1OC	4.7%	-4.1%	0.1%	-0.1%	1.9%	2.5%	7.2%	3.0%	-36.9%
11	C[C@H](NC(=O)C1CCN(S(=O)(=O)c2ccccc2)CC1)C(=O)NCc1ccc(Cl)c(Cl)c1	-8.0%	-6.8%	-0.7%	-0.1%	2.7%	25.7%	95.6%	-2.1%	8.0%
12	Cc1cccc(/C=N/NC(=O)C2CCCNC2=O)c1 (configuration not stated)	-3.5%	-5.4%	0.2%	0.1%	-6.3%	-1.7%	10.8%	-0.7%	-30.8%
13	CC(C)CC1NC(=O)N(CCCCN2C(=O)c3ccccc3C2=O)C1=O (configuration not stated)	3.3%	0.8%	0.2%	-0.2%	0.4%	-6.1%	-5.2%	-0.8%	-21.2%
14	COc1ccccc1OCCn1c(=O)sc2ccccc21	0.8%	11.7%	0.2%	-0.1%	-21.4%	-0.7%	4.4%	3.2%	-31.0%
15	CSc1ncccc1C(=O)Nc1nc2c(C)cccc2s1	-4.0%	-30.4%	-2.2%	-0.4%	-6.7%	17.7%	-10.7%	6.4%	-13.7%
16	CCOC(=O)C1(CC)NC(c2cccc(F)c2)C2C(=O)N(CC)C(=O)C21 (configuration not stated)	2.2%	-42.0%	3.1%	-0.1%	-0.8%	-1.4%	-15.6%	-4.9%	-46.5%
17	CCCCNC(=O)c1onc(CSc2cccc3ccccc23)c1C(=O)O	5.5%	-10.1%	21.9%	-0.1%	-2.3%	-6.5%	-20.3%	3.6%	-3.9%
18	CN(C)CCCNC(=S)N(CCN(C)C)Cc1cc2cc3c(cc2[nH]c1=O)OCCO3	5.0%	7.8%	0.6%	-0.1%	-1.1%	-1.2%	5.0%	-3.4%	-10.7%
19	Cc1ccc(NC(=O)Cn2nc(C)cc2C)cc1	0.3%	-12.6%	4.7%	-0.3%	-14.4%	4.4%	-2.7%	6.1%	4.5%
20	O=c1c2ccccc2cnn1-c1ccc(Cl)cc1	2.8%	14.4%	-0.6%	-0.1%	8.0%	17.4%	17.4%	-4.7%	-102.4%
21	CCCc1nnc(NC(=O)CCC(=O)N2CCC(Cc3ccccc3)CC2)s1	0.0%	-25.9%	0.4%	0.0%	5.5%	3.1%	3.7%	4.3%	13.9%
22	Cc1cc(C)c2nc(SCCc3ccccc3)nc(C)c2c1	1.3%	14.2%	1.1%	-0.1%	45.2%	0.3%	5.0%	-3.6%	3.9%
23	COc1cc(C2/C(=C(/O)c3ccccc3)C(=O)C(=O)N2c2ccccn2)ccc1O (configuration not stated)	11.2%	5.1%[20 µM]	-2.2%	0.2%	9.0%	-5.7%	-3.5%	·	-7.6%
24	COc1cc(NS(=O)(=O)c2ccc(NS(=O)(=O)c3ccc(C)cc3)cc2)nc(OC)n1	-2.0%	-8.5%	2.4%	-0.2%	-11.8%	3.2%	-10.0%	0.8%	-2.9%
25	Cc1ccc(NC2CCCN(C(=O)CCn3nccc3C)C2)cc1C (configuration not stated)	-8.6%	35.7%	-1.6%	0.7%	6.8%	-19.4%	-2.7%	-2.7%	0.8%
26	Cc1ccc(OCC(=O)Nc2ccc(S(=O)(=O)Nc3cc(C)nc(C)n3)cc2)cc1	1.4%	31.2%	6.5%	-0.1%	6.3%	13.4%	-0.7%	7.4%	-16.1%
27	Cn1cccc1C(C#N)(CC#N)c1cccc(F)c1C#N (configuration not stated)	2.8%	-8.1%	-0.7%	0.4%	-9.5%	14.3%	9.3%	-3.7%	-34.2%
28	CCOC(=O)C1CCN(C(=O)c2cc(S(=O)(=O)N3CCCCC3)ccc2C)CC1	-3.9%	-0.1%	-1.6%	-0.2%	4.5%	-8.2%	24.2%	5.8%	-6.0%
29	CCc1cccc(CC)c1NC(=O)CSc1nnc(C(C)C)n1CC	-1.9%	-30.2%	-0.8%	-0.2%	-9.0%	-4.7%	-7.3%	-0.4%	-4.1%
30	Cc1ncoc1C(=O)N1CCCC(C(=O)c2cccc(C(F)(F)F)c2)C1 (configuration not stated)	6.8%	7.0%[20 µM]	0.1%	-0.1%	0.8%	4.8%	-1.9%	·	-24.7%
31	Cc1ccc(-c2cc(C(=O)N/N=C/c3c(C)nn(C)c3C)c3ccccc3n2)cc1C	1.3%	-20.8%	0.2%	-0.1%	-8.0%	3.7%	-1.7%	-2.5%	-56.8%
32	CC1(C)Cc2nc3sc4c(N5CCCC5)nnnc4c3cc2CO1	0.4%	-17.5%[20 µM]	0.1%	-0.1%	1.8%	-5.5%	12.5%	·	-15.4%
33	COC(=O)c1ccccc1NC(=O)COC(=O)c1cccnc1	0.4%	15.6%	0.7%	-0.2%	2.6%	22.3%	15.2%	-1.0%	-10.5%
34	COCCNC(=O)C(c1ccc(O)cc1)N(Cc1ccco1)C(=O)CCC(=O)Nc1nccs1 (configuration not stated)	-3.9%	-33.0%	-1.0%	-0.1%	16.2%	2.8%	-12.7%	-2.4%	-0.9%
35	N#Cc1c(NC(=O)CSc2nnc(-c3ccncc3)n2CC2CCCO2)sc2c1CCCC2 (configuration not stated)	2.5%	23.8%	-2.6%	0.0%	16.5%	-3.4%	9.1%	1.1%	-11.2%
36	CC(=C/C(=O)O)/C=C/c1cccs1	13.9%	-8.4%	-0.4%	-0.1%	-7.8%	-7.5%	7.5%	9.8%	4.4%
37	O=C(CSc1cccc[n+]1[O-])NC(=O)c1ccc(OC(F)F)cc1	0.8%	-37.4%	-0.7%	-0.6%	14.1%	1.8%	5.0%	3.7%	-22.5%
38	Cc1cc(Br)ccc1NC(=O)CSc1nnc(CN2CCOCC2)n1C	2.7%	-8.6%	-1.2%	-0.2%	0.8%	10.3%	11.2%	-3.0%	-11.7%
39	Cc1nc2ccc(S(=O)(=O)NCC(=O)NCc3ccc4c(c3)OCO4)cc2s1	-5.2%	4.9%	-1.5%	-0.1%	19.2%	15.2%	2.1%	-2.5%	4.1%
40	CCn1nc(C)c(CN2CCC(n3nccc3NC(=O)Cc3ccccc3)CC2)c1C	6.4%	22.3%	0.6%	0.2%	-8.2%	5.9%	11.4%	-0.6%	-8.5%
41	COc1ccc(S(=O)(=O)N2CCN(C)CC2)cc1C(=O)N1CCCCC1	9.2%	9.3%	1.4%	0.0%	-10.8%	7.5%	13.4%	-4.4%	-31.0%
42	CCn1c(C)c(C(C)=O)c(N2CCCCC2)nc1=S	7.2%	23.9%	-1.0%	0.3%	-1.8%	-4.0%	3.7%	-6.9%	-22.1%
43	c1ccc2c(C3=NNC(=NC4CC4)SC3)c[nH]c2c1	-6.9%	12.7%	0.1%	-0.1%	-4.6%	-15.6%	-2.8%	-2.5%	-42.8%
44	Cc1ccc(N(CN2C(=O)C3CC=CCC3C2=O)C(=O)c2ccco2)cc1Cl (configuration not stated)	-0.9%	-19.9%	-0.3%	-0.1%	-14.8%	-7.3%	4.4%	32.1%	-3.7%
45	Cc1cccc(NC(=O)c2ccccn2)c1C	3.5%	-14.4%	12.4%	-0.3%	-16.9%	-4.2%	7.3%	-8.4%	-56.8%
46	Cc1ccc(CN2C(=O)CCSc3ccc(Cl)cc32)cc1	2.8%	-12.7%	-1.3%	-0.1%	-4.6%	-0.3%	17.9%	0.5%	-4.3%
47	Oc1nc(Nc2cccc(Cl)c2)sc1/C=C1\C=Nc2ccccc21	5.3%	3.0%	11.1%	-0.2%	-5.7%	11.5%	13.5%	2.0%	·
48	CCOP(=O)(c1ccc(N(C)C)cc1)C(O)c1ccccc1OC (configuration not stated)	-1.6%	34.2%	-2.3%	-0.4%	-1.2%	10.1%	-3.7%	-3.9%	-2.9%
49	N#Cc1c(Nc2ccccc2)s[nH]c1=O	2.0%	4.4%	-0.1%	-0.1%	-4.9%	28.1%	4.5%	-1.0%	-8.0%
50	C/C(=N\NC(=O)c1nnn(-c2nonc2N)c1-c1ccc2c(c1)OCO2)c1ccc(C)cc1	0.3%	-1.8%	-0.6%	0.2%	-8.5%	-2.1%	2.0%	0.9%	-36.4%
51	CCN(CC)c1ccc(C(=O)OCC(=O)N2CCN(c3ccccc3)CC2)cc1	0.1%	-49.9%	-0.8%	-0.1%	14.1%	5.0%	7.1%	-4.4%	-10.5%

# A portion of the library; rates above refer to the full screens.
